# Screening data as filed in PubChem.
# 12-LOX inh – inhibitors of human 12S-lipoxygenase ALOX12; P18054; purified 12hLO, xylenol orange hydroperoxide absorbance; Potency, µM (series often up to 108 µM), for the others: at the top dose activity change, negative = inhibition, most hits filed as inhibitors; actives 1.1% (n = 580,000); AID 1671190; note: potency is the fitted concentration of half-maximal effect; % is set by controls: 0 for no effect and ±100 for the full control effect
#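 Hydroperoxide product was detected by ferrous iron/xylenol orange as the 573 to 405 nm absorbance ratio. Arachidonic acid at 40 uM (final) was turned over for 30 min at room temperature by 150 nM human 12hLO, pH 7.0 Hepes buffer, after 15 min compound preincubation.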
# ERG-DNA inh – inhibitors of human ERG Ets domain-DNA interaction; fluorescence polarization, His-ERG Ets domain / labelled DNA; AID 624246; Potency, µM (highest dose often 76.9 µM), without a hit: top-dose FP activity, negative = inhibition, usual class: inhibitors; actives 0.028% (n = 370,000); P11308; active = well fitted inhibition curve with a large enough effect in the polarisation, with a control signal flat; inconclusive = small, poorly fitted or top-dose-only effect, or effect the other way, or a change in a side signal; inactive = no such curve, though single readings can be large or run the other way; the % refers to the polarisation;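 note: polarization taken with two DNA probes labelled with fluorescein and Texas red; potency is the fitted concentration of half-maximal effect; % of control where 0% means no effect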
#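 His-tagged ERG Ets domain (1 uM in the protein solution; 300mM KCl, 50mM Tris-HCl, 1mM EDTA, 1mM DTT, pH 7.5) received compound, then a probe mix of 5 nM fluorescein-DNA and 100nM Texas-615-DNA. Fluorescence polarization was read for both dyes.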
# APE1 inh – APE1 (human) endonuclease inhibition; recombinant APE1, TAMRA/BHQ-2 abasic DNA cleavage fluorescence; Potency, µM (doses to about 65.8 µM), inactives show top-dose activity change, negative = inhibition, actives largely listed as inhibitors; actives 0.35% (n = 350,000); AID 2517;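 note: potency is the fitted concentration of half-maximal effect; plate controls were vehicle for no effect and reference inhibitor for full effect; nearly all actives have a fitted effect of over 55% in size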
# Target sequence (P27695 whole entry, looked up): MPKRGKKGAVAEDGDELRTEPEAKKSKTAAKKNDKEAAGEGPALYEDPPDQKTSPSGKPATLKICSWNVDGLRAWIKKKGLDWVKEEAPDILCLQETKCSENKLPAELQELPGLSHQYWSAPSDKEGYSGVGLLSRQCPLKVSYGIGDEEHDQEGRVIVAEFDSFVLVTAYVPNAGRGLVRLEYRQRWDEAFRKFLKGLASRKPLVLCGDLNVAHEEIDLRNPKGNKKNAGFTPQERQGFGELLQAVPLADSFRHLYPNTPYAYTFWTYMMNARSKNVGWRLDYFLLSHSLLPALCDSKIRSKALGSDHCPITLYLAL
#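 APE1 at 0.75 nM final was preincubated with compound 15 min at room temperature, then 50 nM double-stranded THF abasic-site substrate (5'-TAMRA/3'-BHQ-2) was added. Fluorescence (ex 525/em 598 nm) was read kinetically; third-minus-first read gave activity.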
# Apoferritin bind – binds horse apoferritin like a general anesthetic. P02791. apoferritin/1-aminoanthracene competitive binding, fluorescence. Potency, µM (highest dose often 77.5 µM), for the others: at the top dose activity change, negative = displacement, hits mostly inhibitors. actives 0.074% (n = 350,000); note: potency is the fitted concentration of half-maximal effect; % is set by controls: 0 for no effect and ±100 for the full control effect; nearly all actives have a fitted effect of over 20% in size
# Target sequence (P02791 2-175 limits assumed): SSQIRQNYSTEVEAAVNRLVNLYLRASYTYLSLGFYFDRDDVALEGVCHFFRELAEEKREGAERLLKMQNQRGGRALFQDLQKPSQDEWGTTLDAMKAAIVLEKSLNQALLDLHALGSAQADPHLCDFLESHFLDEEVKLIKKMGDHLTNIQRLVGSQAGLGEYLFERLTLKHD
#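 Horse-spleen apoferritin (10 uM) was mixed with 50% saturated 1-aminoanthracene in PBS, exposed to compounds for 10 min at room temperature, and read for fluorescence (ex 380 nm, em 535 nm). Competitive displacement was fitted with a four-parameter Hill equation.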
# POLI inh – DNA polymerase iota (human) inhibition. Q9UNA4. Pol iota fluorescent replication assay, 10 min. Potency, µM (highest dose often 115 µM), for the others: at the highest dose activity, negative = inhibition, hits mostly inhibitors. actives 1% (n = 390,000). AID 588590; note: potency is the fitted concentration of half-maximal effect
#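 Fluorescent replication assay read twice, at 0 min and 10 min after adding 50 nM (final) substrate. Enzyme (10 nM) and compounds were first incubated 15 min at room temperature; enzyme-free buffer wells were negative controls.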
# TRHR ag – agonists of human TRH receptor; activation, % at 2 µM; AID 493084; TRHR cells, calcium flux fluo-8, FDSS agonist mode; actives 0.18% (n = 360,000); P34981; in the data active = activation above about 30%; note: 0% is about no effect
# Target sequence (P34981 whole entry, looked up): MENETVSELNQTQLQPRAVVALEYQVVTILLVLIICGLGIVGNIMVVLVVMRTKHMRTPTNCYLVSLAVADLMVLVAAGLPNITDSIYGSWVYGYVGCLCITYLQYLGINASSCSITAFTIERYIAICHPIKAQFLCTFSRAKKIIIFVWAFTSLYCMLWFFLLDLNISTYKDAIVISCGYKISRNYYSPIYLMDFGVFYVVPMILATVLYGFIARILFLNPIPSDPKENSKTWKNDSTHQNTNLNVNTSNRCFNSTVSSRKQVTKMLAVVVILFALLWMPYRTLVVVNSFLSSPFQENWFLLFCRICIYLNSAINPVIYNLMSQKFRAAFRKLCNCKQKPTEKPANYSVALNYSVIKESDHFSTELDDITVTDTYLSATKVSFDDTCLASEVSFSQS
#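 Steps: seed TRHR cells overnight; add fluo-8 no-wash Ca dye, RT 30 min–1.5 h; record 10 s baseline; pin-transfer compounds; monitor fluorescence 1 cycle/s for the agonist window. Calcium increases flag candidate agonists.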
# Pol kappa inh – DNA polymerase kappa (human) inhibition | Q9UBT6 | purified Pol kappa, fluorescent DNA synthesis assay, 10 min | Potency, µM (highest dose often 107 µM), for inactives: top-dose activity, negative = inhibition, usual class: inhibitors | actives 0.53% (n = 400,000) | AID 588579; note: potency is the fitted concentration of half-maximal effect; % is set by controls: 0 for no effect and ±100 for the full control effect
#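 Inhibition of 10 nM Pol kappa is measured by a fluorescent read-out at 0 and 10 min following addition of 50 nM substrate (final), with a 15-min room-temperature compound preincubation.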
# BLM inh – inhibitors of human Bloom syndrome helicase BLM. Potency, µM (series often up to 56.1 µM), inactives show top-dose activity change, negative = inhibition, usual class: inhibitors. recombinant BLM DNA unwinding, fluorescence dequenching. actives 0.2% (n = 350,000). AID 2528;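 note: potency is the fitted concentration of half-maximal effect; plate controls were vehicle for no effect and no enzyme for full effect; nearly all actives have a fitted effect of over 35% in size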
# Pol beta inh – blocks human DNA polymerase beta activity; P06746; Pol beta primer extension/strand displacement, fluorescence kinetic; actives 1.3% (n = 340,000); Potency, µM (titrated, usually from 114 µM), inactives show top-dose activity change, negative = inhibition, actives largely listed as inhibitors; note: potency is the fitted concentration of half-maximal effect; % is set by controls: 0 for no effect and ±100 for the full control effect
#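 Enzyme-only controls used 10 nM Pol beta; buffer lacking enzyme served as negative control. Compound preincubated 15 min, then 50 nM substrate added; 0 and 10 min reads at room temperature.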
# * = called active by the depositor; i = inactive; ? = inconclusive; . = not tested or not shown; & = joins results of further samples; [ ] = another dose, or the depositor's remark. Unless noted, calls come from the whole dose curve; as a rule, active = well fitted curve in the direction sought with a large enough effect; inconclusive = small, poorly fitted or top-dose-only effect, or another doubt; inactive = no such curve, though single readings can be large; an effect the other way counts as inactive or inconclusive. The list is partial. The share of hits here may be higher or lower than overall.
[1] CC(C)CC(=O)Nc1ccc(C(=O)COC(=O)C2CCC2)cc1
[2] CCN1C(Nc2ccccc2)=NC[C@@H]1CC(C)C
[3] Nc1c(C(=O)c2ccc(F)cc2)oc2ccccc12
[4] CCOC(=O)c1cc(-c2ccccc2)sc1NC(=O)C(C)(C)C
[5] CCOC(=O)C1CCN(C(c2ccccc2)c2c(O)cc(C)n(Cc3ccco3)c2=O)CC1 (configuration not stated)
[6] C=CCSC1=C(C#N)C(c2ccccc2OCC)C(C#N)C(=O)N1 (configuration not stated)
[7] Cc1cn2c(=O)cc(COc3cccc(NC(=O)c4ccccc4C)c3)nc2s1
[8] CCN(CC)c1ccc(S(=O)(=O)N2CCOCC2)cc1NC(=O)CSc1nnc(N)s1
assay / entry	1	2	3	4	5	6	7	8
12-LOX inh	-1%	12%	-5%	-1%	1%	?	-12%	-12%
ERG-DNA inh	-16%	0%	2%	3%	-3%	.	2%	5%
APE1 inh	62%[activator]	15%	6%	2%	.	-7%	.	-8%
Apoferritin bind	-11%	0%	-1%	-5%	4%	-10%	-1%	.
POLI inh	-1%	8%	-11%	18%	15%	-7%	4%	4%
TRHR ag	-1.6	17	1.5	1.1	0.0	0.2	-0.8	0.2
Pol kappa inh	-8%	-3%	-7%	-13%	0%[60.1 µM]	-5%	1%	-19%
BLM inh	-2%	-1%	-2%	0%	0%	0%	-5%	.
Pol beta inh	-22%	8%	-4%	-3%	-23%	26%	27%	.

# Some entries already given with just POLI inh, Pol beta inh and BLM inh.
no.	SMILES	POLI inh	Pol beta inh	BLM inh
1	CC(C)CC(=O)Nc1ccc(C(=O)COC(=O)C2CCC2)cc1	-1%	-22%	-2%
6	C=CCSC1=C(C#N)C(c2ccccc2OCC)C(C#N)C(=O)N1 (configuration not stated)	-7%	26%	0%
2	CCN1C(Nc2ccccc2)=NC[C@@H]1CC(C)C	8%	8%	-1%

# The list continues:
[9] CCCc1nc(N)sc1C(=O)OCC
[10] CC(=O)Oc1ccc(NC(=O)CCC2CCCCC2)c(C(=O)O)c1
[11] COc1ccc(NC(=O)CN(C)S(=O)(=O)c2ccc3[nH]c4c(c3c2)CCCC4)cc1OC
[12] CCN(CC(=O)Nc1ccc(NC(C)=O)cc1)C(=O)Cc1cccc2ccccc12
[13] COc1ccccc1N1CCN(/N=C\c2cccnc2)CC1
[14] COc1ccc(Cc2nc(-c3ccccn3)no2)cc1
[15] Cc1ccc2nc(N3CCN(C(=O)C4COc5ccccc5O4)CC3)sc2c1 (configuration not stated)
[16] COc1ccc(S(=O)(=O)N2CC(C(=O)O)Oc3ccccc32)cc1 (configuration not stated)
assay / entry	9	10	11	12	13	14	15	16
12-LOX inh	176%[activator]	-7%	-12%	-22%	?	0%	?	6%
ERG-DNA inh	-15%	-3%	-2%	10%	5%	-5%	6%	-2%
APE1 inh	-3%	-6%	.	2%	12%	-4%	.	-13%
Apoferritin bind	-10%	-17%	-6%	-4%	-1%	-11%	2%	-4%
POLI inh	21%	1%	-7%	13%	?	33%[activator]	17%	?
TRHR ag	-0.2	-0.1	-0.7	0.3	0.2	0.4	-0.2	-0.4
Pol kappa inh	-1%	-2%	-10%[60.1 µM]	-10%	-11%	-3%	-5%[60.1 µM]	-1%
BLM inh	-1%	-10%	-4%	0%	-8%	-1%	-8%	-3%
Pol beta inh	18%	-2%	12%	30%[activator]	31%	12%	-30%	-1%

[17] CCOC(=O)c1ccc(NC(=O)c2nn(C)cc2Br)cc1
[18] CC1(C)C2([N+](=O)[O-])CN3CC1([N+](=O)[O-])CN(C2)C3c1ccc(O)c(O)c1 (configuration not stated)
[19] COc1cccc(NC(=O)CN(C)C(=O)c2cccc(S(=O)(=O)N3c4ccccc4CC3C)c2)c1 (configuration not stated)
[20] CN(CCCC(=O)NCCc1ccccc1)S(=O)(=O)c1ccc([N+](=O)[O-])cc1
[21] CCOC(=O)c1cc(CC)sc1NC(=O)CCC(=O)O
[22] O=S(=O)(Nc1ccc2c(c1)OCO2)c1ccccc1
[23] CC12CCC(=O)N1C(C(=O)Nc1cc(S(=O)(=O)N3CCCCCC3)ccc1OCC(F)(F)F)CS2 (configuration not stated)
[24] O=S(=O)(c1ccccc1)N1CCN(C(=S)NCc2ccccc2)CC1
assay / entry	17	18	19	20	21	22	23	24
12-LOX inh	-23%	?	-7%	9%	0%	-15%	-2%	-2%
ERG-DNA inh	0%	2%	5%	7%	-1%	12%	-4%	14%
APE1 inh	-1%	-1%	-17%	13%	2%	16%	0%	0%
Apoferritin bind	-11%	-9%	.	-12%	-13%	?	11%	4%
POLI inh	-4%	-14%	10%	17%	5%	-12%	47%[activator]	50%[activator]
TRHR ag	0.1	-0.3	-0.4	-0.7	-0.1	-0.7	0.3	0.8
Pol kappa inh	-6%	-5%	-16%	-6%	-9%	-6%	-4%	-16%
BLM inh	-2%	1%	.	-1%	-5%	-7%	-7%	-4%
Pol beta inh	0%	-26%	.	29%	2%	11%	-2%	?

[25] O=C(C1CN(S(=O)(=O)c2ccccc2)CCN1S(=O)(=O)c1ccccc1)N1CCCCCC1 (configuration not stated)
[26] C=CC[C@H]1CC(Cc2ccccc2)=C[C@H](CC=C)N1
[27] CC(=O)Nc1cccc(/C(C)=N\NC(=O)c2ccc(Cn3nc([N+](=O)[O-])c(Cl)c3C)o2)c1
[28] CCC1CCC2(CC1)NC(=O)N(CC(=O)NCc1ccccc1Cl)C2=O (configuration not stated)
[29] OC(COCc1cccs1)CN1CCN(c2ccccc2Cl)CC1 (configuration not stated)
[30] CCc1nnc(NC(=O)CCN2C(=O)C3CCCCC3C2=O)s1 (configuration not stated)
[31] COc1ccc(NC(=O)c2ccc(-n3nc(C)c[n+]3[O-])cc2)cc1
[32] COc1ccccc1C(=O)n1nc(-c2ccccc2)nc1N
assay / entry	25	26	27	28	29	30	31	32
12-LOX inh	0%	?	-7%	-4%	?	?	0%	i
ERG-DNA inh	-1%	0%	2%	9%	-8%	-8%	1%	-2%
APE1 inh	-2%	?	4%	11%	-1%	25%	-3%	0%
Apoferritin bind	-9%	-2%	-20%	.	-11%	-1%	-13%	-10%
POLI inh	-1%	3%	76%[activator]	104%[activator]	4%	-12%	10%	0%
TRHR ag	-0.5	0.4	0.8	.	0.1	1.2	-0.1	-1.6
Pol kappa inh	-5%	1%	-11%	-2%	-20%	-7%	-9%	-10%
BLM inh	-2%	3%	4%	.	4%	-1%	-1%	-1%
Pol beta inh	7%	95%	12%	.	33%	35%	?	1%

# More results:
No.	SMILES	12-LOX inh	ERG-DNA inh	APE1 inh	Apoferritin bind	POLI inh	TRHR ag	Pol kappa inh	BLM inh	Pol beta inh
33	CCC1Oc2nc(SC)nnc2-c2ccccc2N1C(=O)c1ccccc1 (configuration not stated)	-14%	-17%	8%	54%[activator]	-1%	-1.4	-10%	-3%	28%
34	COc1ccc(Cn2cnc3c(NS(C)(=O)=O)c(C)c(C)cc32)cc1	-8%	-1%	2%	-11%	-4%	0.1	-9%	-6%	0%
35	COc1ccc(CCNC(=S)NCc2ccc(Cl)c(Cl)c2)cc1OC	45µM*	-6%	-1%	-15%	39%[activator]	0.0	-8%	-15%	2%
36	CC(C)(C=O)C1=CC(=O)c2ccccc2C1=O	40µM*	2%	0%	-3%	?	-0.6	4%	-16%	0%
37	O=C(NCc1ccccc1Cl)c1cc2c(s1)-c1ccc(Cl)cc1SC2	?	0%	.	45%[activator]	9%	0.0	-4%	-6%	17%
38	Cc1oc2ccc(OCc3ccc(Cl)cc3)cc2c1C(=O)O	0%&-20%	3%	-1%	4%	-23%	-0.8	-1%	2%	-11%
39	O=C(COC(=O)c1ccc(Cl)c(Cl)c1)Nc1cccnc1Cl	-12%	-1%	-8%	-1%	0%	-0.5	-8%	2%	7%
40	CCC(Oc1ccccc1)C(=O)Nc1ccsc1C(=O)OC (configuration not stated)	6%	6%	6%	-3%	8%	-0.1	-18%	-13%	-1%
41	COc1ccc(Oc2ncnc3sccc23)cc1	?	7%	-1%	-10%	41%	0.3	-8%	5%	-7%
42	O=C(c1ccco1)N1CCN(C(=O)C2CCCc3c2[nH]c2ccc(Cl)cc32)CC1 (configuration not stated)	?	-8%	-2%	-3%	9%	0.8	3%	-4%	-18%

# Following part
No.	SMILES	12-LOX inh	ERG-DNA inh	APE1 inh	Apoferritin bind	POLI inh	TRHR ag	Pol kappa inh	BLM inh	Pol beta inh
43	O=C(N/C(=C\c1ccc(O)cc1)C(=O)N1CCCCC1)c1ccccc1	0%	-3%	31%	-9%	55%[activator]	1.4	-14%	-5%	-1%
44	CN(C)c1ccc(/C=C(\C#N)c2ccccc2)cc1	.	-2%	-4%	2%	15%	0.2	0%	-12%	-9%
45	Cc1nc2cc(C(=O)OCC(=O)NC(C)C(C)C)ccc2n1-c1ccccc1 (configuration not stated)	23%	-1%	7%	?	13%	-1.3	0%	-4%	-2%
46	COC(=O)C1(C(=O)OC)NOC2C(=O)N(c3ccccc3)C(=O)C21 (configuration not stated)	19%	-2%	-10%	1%	49%[activator]	0.1	-8%	2%	-19%

# Laid out differently: two of the compounds above.
# Sequence of screens: 12-LOX inh | ERG-DNA inh | APE1 inh | Apoferritin bind | POLI inh | TRHR ag | Pol kappa inh | BLM inh | Pol beta inh
43	O=C(N/C(=C\c1ccc(O)cc1)C(=O)N1CCCCC1)c1ccccc1
→ 0% | -3% | 31% | -9% | 55%[activator] | 1.4 | -14% | -5% | -1%
44	CN(C)c1ccc(/C=C(\C#N)c2ccccc2)cc1
→ . | -2% | -4% | 2% | 15% | 0.2 | 0% | -12% | -9%
